From PubChem
14-3-3 Bad PPI – disrupts binding of bovine 14-3-3 zeta to phospho-Bad peptide. P63103. hit rate 0.71% among 220,000. TR-FRET 14-3-3zeta/Dy647-pBad peptide displacement, 1 h. inhibition, % at 21.7 µM;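 active means inhibition above about 70%, limit read from the data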;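 further: 0% = full 14-3-3 plus peptide FRET controls and 100% = background without 14-3-3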
PGE2 EP2 inh – EP2 receptor (human) inhibition. P43116. hit rate 0.52% among 260,000. C6 glioma cells expressing human EP2, cAMP TR-FRET; cells stimulated with saturating PGE2. inhibition, % at 25 µM;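 active means percent inhibition above 40 after rounding to a whole number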;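 further: rat C6 glioma host cells with rolipram phosphodiesterase inhibitor present; the protocol text gives 20 µM as final concentration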
Calpain2 inh – blocks pig calpain II enzyme activity; purified calpain II, fluorogenic peptide substrate, 30 min; inhibition, % at 16 µM; hit rate 0.37% among 220,000; AID 1236;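 active means inhibition above about 50%, limit read from the data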
zVAD death inh – L929 zVAD cell death inhibition; L929 zVAD necroptosis rescue, ATP luminescence, 24 h; with zVAD 60 µM; viability rescue, % at 10 µM; hit rate 0.38% among 220,000;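 active means activation, scaled between plate controls, above about 75%, limit read from the data; inactive means activation under that limit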;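 further: 0% = zVAD with DMSO and 100% = DMSO alone without zVAD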
Rad51 HR inh – Rad51 (human) homologous recombination inhibition; Q06609; hRad51 DNA strand exchange, fluorescence dequenching; inhibition, % at 10 µM; hit rate 0.085% among 200,000;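 active means inhibition above 40% at the single screening dose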;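 further: 0% = DMSO control wells and 100% = blanks with heterologous ssDNA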
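material = hRad51 filaments on single-stranded DNA | timing = filaments 15 min 37 °C, then compound 30 min | signal = FRET fluorescence dequenching, excitation 485 nm, emission 520 nm | benchmarks = control wells and blank wells on each plate | evaluation = percent inhibition relative to plate controls and blanks | compound = 10 µM final, single point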
Hck Nef HTS – inhibitors of human Hck kinase activated by Nef. Recombinant Hck-YEEI plus Nef, Z-Lyte FRET kinase assay. AID 463187. P08631. inhibition, % at 20 µM. hit rate 0.68% among 220,000;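 active means Hck-Nef kinase inhibition above about 50%, limit read from the data; inactive means inhibition below that limit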;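 further: 0% = DMSO with Hck plus Nef and 100% = Hck alone without Nef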
eIF4E 4G PPI – eIF4E/eIF4G interaction inhibition in translation initiation; P63073+Q04637; TR-FRET eIF4E-eIF4GI(517-606) binding, 2 h; inhibition, % at 21.7 µM; hit rate 0.37% among 220,000;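 active means inhibition above about 30%, limit read from the data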;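 further: 0% = full FRET control wells and 100% = background wells lacking eIF4GI fragment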
Target sequence (P63073 whole entry, looked up, the tested form may be a part): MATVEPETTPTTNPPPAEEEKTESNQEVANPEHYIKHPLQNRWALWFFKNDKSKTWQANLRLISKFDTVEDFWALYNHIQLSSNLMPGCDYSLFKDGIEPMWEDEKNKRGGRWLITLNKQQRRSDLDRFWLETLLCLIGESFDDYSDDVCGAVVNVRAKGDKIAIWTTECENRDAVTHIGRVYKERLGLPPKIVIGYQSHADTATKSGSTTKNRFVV
Target sequence (Q04637 whole entry, looked up, the tested form may be a part): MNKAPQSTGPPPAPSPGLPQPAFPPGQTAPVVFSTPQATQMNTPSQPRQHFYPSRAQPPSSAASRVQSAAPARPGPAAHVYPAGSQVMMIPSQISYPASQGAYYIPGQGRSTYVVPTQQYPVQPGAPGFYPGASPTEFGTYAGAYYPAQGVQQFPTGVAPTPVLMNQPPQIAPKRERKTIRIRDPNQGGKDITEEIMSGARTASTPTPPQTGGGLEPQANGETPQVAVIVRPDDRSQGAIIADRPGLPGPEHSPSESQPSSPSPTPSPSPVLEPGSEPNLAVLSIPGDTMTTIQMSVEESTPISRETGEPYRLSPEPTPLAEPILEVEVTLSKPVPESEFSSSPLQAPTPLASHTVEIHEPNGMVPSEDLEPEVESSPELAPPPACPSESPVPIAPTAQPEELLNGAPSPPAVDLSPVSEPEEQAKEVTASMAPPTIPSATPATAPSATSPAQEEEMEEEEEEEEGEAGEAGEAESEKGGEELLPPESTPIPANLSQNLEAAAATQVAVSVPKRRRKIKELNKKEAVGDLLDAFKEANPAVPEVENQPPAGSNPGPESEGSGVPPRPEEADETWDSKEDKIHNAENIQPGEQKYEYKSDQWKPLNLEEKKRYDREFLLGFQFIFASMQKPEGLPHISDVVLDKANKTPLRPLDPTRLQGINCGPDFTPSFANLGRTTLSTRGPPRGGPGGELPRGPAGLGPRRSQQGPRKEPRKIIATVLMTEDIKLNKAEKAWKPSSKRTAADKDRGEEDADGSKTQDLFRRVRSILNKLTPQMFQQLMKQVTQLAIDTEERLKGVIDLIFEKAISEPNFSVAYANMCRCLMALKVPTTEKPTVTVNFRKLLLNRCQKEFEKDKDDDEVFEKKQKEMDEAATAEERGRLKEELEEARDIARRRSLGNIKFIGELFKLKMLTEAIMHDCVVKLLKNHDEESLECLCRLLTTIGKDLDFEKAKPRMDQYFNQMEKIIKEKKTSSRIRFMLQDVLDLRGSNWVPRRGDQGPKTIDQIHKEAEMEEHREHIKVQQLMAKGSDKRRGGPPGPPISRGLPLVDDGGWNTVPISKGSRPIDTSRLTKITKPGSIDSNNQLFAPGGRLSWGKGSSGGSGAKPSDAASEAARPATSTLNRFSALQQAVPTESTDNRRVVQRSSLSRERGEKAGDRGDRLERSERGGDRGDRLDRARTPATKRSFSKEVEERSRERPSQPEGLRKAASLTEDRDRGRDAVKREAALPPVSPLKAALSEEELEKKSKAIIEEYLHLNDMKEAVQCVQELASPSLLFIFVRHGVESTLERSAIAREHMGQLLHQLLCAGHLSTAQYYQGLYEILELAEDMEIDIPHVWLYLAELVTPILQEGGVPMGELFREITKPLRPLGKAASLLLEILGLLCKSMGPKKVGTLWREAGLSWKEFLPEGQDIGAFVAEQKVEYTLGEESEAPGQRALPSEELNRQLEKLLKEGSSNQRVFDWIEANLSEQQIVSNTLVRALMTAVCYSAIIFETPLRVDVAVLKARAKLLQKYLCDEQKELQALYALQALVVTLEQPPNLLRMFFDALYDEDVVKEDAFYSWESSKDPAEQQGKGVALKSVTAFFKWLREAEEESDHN
EP2 modulator – modulators of human EP2 prostaglandin E2 receptor; AID 940; EP2-expressing cells, cAMP HTRF FRET, PGE2 co-stimulation; P43116; hit rate 0.83% among 260,000; induction, % at 25 µM;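 active means compounds whose cAMP rise, as percent of the full-agonist control response, exceeds 60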;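 further: rat C6 glioma line stably carrying human EP2 under a CMV promoter; the protocol text gives 20 µM as final concentration; 100% = response of wells given 1 µM PGE2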
Tb hexokinase – blocks Trypanosoma brucei hexokinase 1 activity | recombinant TbHK1, G6PDH-coupled NADH A340 | inhibition, % at 10 µM | hit rate 0.11% among 220,000 | AID 1430;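 active means inhibition of 50% or more in the single-dose primary screen; inactive means inhibition below 50%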
Starred values were filed as active, the others as inactive; . = no result given; [ ] = dose if it differs, or a comment.

SMILES	14-3-3 Bad PPI	PGE2 EP2 inh	Calpain2 inh	zVAD death inh	Rad51 HR inh	Hck Nef HTS	eIF4E 4G PPI	EP2 modulator	Tb hexokinase
CCCCSc1nnc(-c2ccc(NC(=O)CCc3ccccc3)cc2)n1C	3[fluorescence artefact?]	5	-11	0.4	-5	11	6[fluorescence artefact?]	26	2
CC(=O)c1c(C(C)=O)c(C)n(Cc2ccccc2)c1C	8	14	3	0.1	1	0	-4	29	-8
CCN(CC)CCCNS(=O)(=O)c1ccc(OC)cc1	3[fluorescence artefact?]	8	-18	-0.2	5	0	-1	13	0
COc1cc2c(cc1OC)C(C(=O)NCc1ccco1)C1c3ccccc3CCN1C2=O (stereo not given)	-5	5	5	0.0	-1	-1	2	4	-7
Cn1c(CNC(=O)c2ccco2)nnc1SCC(=O)Nc1ccc(Br)cc1F	-12	5	-6	0.3	12	5	16[fluorescence artefact?]	10	-9
CCc1nnc(NC(=O)c2cccc(OC)c2)s1	-7	6	-18	2.8	2	8	8	34	0
COc1ccc(N2CCN(S(=O)(=O)c3ccc(C(=O)NCc4ccco4)cc3)CC2)cc1	-13	9	11	-0.2	8	-8	-4	3	-1
CCC(C)NC(=O)CN(c1ccc(OC)cc1)S(=O)(=O)c1ccc(NC(C)=O)cc1 (stereo not given)	-4	9	-2	0.4	-2	-3	-1	32	-5
N=c1n(CCN2CCCCC2)c2ccccc2n1CC(=O)c1cccs1	-7	23	3	-0.4	29	8	-2	-19	0
COc1ccc(C2OCC3(CO2)SC(=O)NC3=O)cc1OC (stereo not given)	-2	4	-27	6.3	5	9	-2	-2	-1
O=S(=O)(c1ccccc1)c1nc(-c2ccccc2Cl)oc1NCCN1CCOCC1	-13	9	-9	0.8	-2	-1	-6	21	-19
Cc1nc2cc(NC(=O)Nc3nccs3)ccc2n1C	0	18	5	9.2	6	2	-27	-10	-2
Cc1ccccc1NCC(=O)N/N=C\c1ccc2c(c1)OCO2	-4	5	-1	0.1	6	26	1	-65	-22
Cc1ccc(-n2nnnc2SCC(=O)Nc2ncc(Cc3ccccc3Cl)s2)cc1	21	5	33	1.4	-8	2	-13	20	8
NS(=O)(=O)c1ccc(Cl)cc1[N+](=O)[O-]	4	6	3	-0.3	0	-1	-8	-11	-2
CCc1ccc(NC(=O)CCCN2C(=S)NC(C)(C)CC2C)cc1 (stereo not given)	-21	4	0	1.5	2	22	6	-21	-1
NC(=O)C1=C[C@H](c2ccccc2)C[C@H](OCc2ccc(CO)cc2)O1	0	12	22	0.4	2	6	1	-11	1
COc1cccc(C(=O)N/N=C/c2ccc(Oc3ccc([N+](=O)[O-])cn3)c(OC)c2)c1	10[fluorescence artefact?]	1	-11	5.2	8	1	5	-11	-11
Cc1cccc(/C=N/NC(=O)c2cc(-c3cccnc3)nc3c2c(C)nn3-c2ccccc2)c1	12[fluorescence artefact?]	11	-246	2.0	4	8	-2	3	-19
CCOC(=O)c1c(N)sc(N)c1C(=O)OCC	4	11	-16	.	.	11	3[fluorescence artefact?]	33	1
Brc1ccccc1/C=N/Nc1ccc2ccccc2n1	-1	12	-7	1.7	0	1	-3	-12	3
CC(C)(C)NC(=O)COC(=O)c1ccccc1Oc1ccccc1	5	4	12	-0.7	-9	26	-9	8	-1
Cc1nn(-c2ccccc2)c(Cl)c1C(=O)Nc1nnc(C2CCCC2)s1	4	15	15	23	3	-6	-1	3	-8
COCc1c(C(=O)OCC(=O)c2c(N)n(CC(C)C)c(=O)n(C)c2=O)oc2ccccc12	6[fluorescence artefact?]	7	-4	-0.1	-6	-1	-3[fluorescence artefact?]	-29	0
COc1ccc(NS(=O)(=O)c2ccc(N3CCOCC3)c(NC(=O)c3ccc(F)cc3)c2)cc1	-17	7	28	0.3	-2	1	-2	31	29
CN(C)c1ccc(NC(=O)CSc2nc3c(c(=O)[nH]2)CCCC3)cc1	4	8	2	1.5	-12	0	3	2	-2
CCOC(=O)c1c(/N=C/C2=C(O)CC(C)(C)CC2=O)sc(C)c1C	-21	0	-17	1.3	3	-5	4	-5	-1
COc1ccc(S(=O)(=O)N(C)c2ccc(C(=O)N3CCCCC3)cc2)cc1OC	1	11	-7	0.1	12	17	-1	18	-9
O=C(CCSCc1cccc(Cl)c1)NCCC1=CCCCC1	-3	2	22	0.0	4	3	4	-4	4
O=C1CC2C(=O)NCCN2C(=NC(=O)c2ccc(Cl)cc2)N1 (stereo not given)	7	4	92*	-0.8	10	10	-2	2	0
COc1ccc2cc(CCNC(=O)C3CCCC3)c(=O)[nH]c2c1	12	12	1	3.6	-6	-7	9	4	-13
COc1ccc(NC(=O)c2ccc(S(=O)(=O)N3CCCCCC3)cc2)c(OC)c1	-5	2	2	-0.3	.	30	-12	-13	-11
O=C(Nc1cccc2ccccc12)c1cc2c(cc1Br)OCO2	3	4	-11	-0.1	6	19	3	-49	-11
COc1ccc(CNC(=O)CS(=O)Cc2nc(-c3ccccc3C)oc2C)cc1 (stereo not given)	1	7	-2	1.8	-4	3	0	9	-2
COC(=O)c1cn(CCOc2ccccc2)c2ccccc12	7	4	14	1.7	11	0	1	23	-7
CCOC(=O)C1=C(O)/C(=C/c2cc(OC)c(OC)c(OC)c2)N=C1C	4[fluorescence artefact?]	14	23	0.0	5	1	10[fluorescence artefact?]	15	-26
CCS(=O)(=O)C(=C(Nc1ccc(OC)cc1)Nc1ccc(OC)cc1)S(=O)(=O)CC	1	6	-11	-0.5	-5	1	-3	12	-2
COC(=O)c1ccc(C2c3c(oc4ccc(Cl)cc4c3=O)C(=O)N2CCN2CCOCC2)cc1 (stereo not given)	0	8	-15	-0.1	2	14	1	39	-23
COc1ccc(S(=O)(=O)N2CCN(C(=O)c3c(-c4ccccc4)noc3C)CC2)cc1	9	5	-33	-0.2	10	-2	0	-14	-5
C#CCOCCOCCOCCNc1nc(N2CCN(C(=O)Cn3cc(CCCCN)nn3)CC2)nc(N2CCN(C(=O)Cn3cc(CCCCN)nn3)CC2)n1	38[fluorescence artefact?]	8	-18	8.7	-7	-2	2	35	0
Cc1cc(NC(=O)c2noc3c2CCCC3)no1	1	4	-10	0.4	-10	-9	2	-8	2
CC(C)(C)C(=O)NCCCc1ccccc1	6	9	-25	0.0	10	1	10	-1	2
COc1cc(-c2nnc(SCC(=O)N3CCCC3)o2)cc(OC)c1OC	3	8	0	-0.1	3	0	0[fluorescence artefact?]	1	2
CN(C)C(/C=C/Nc1cccc(Br)c1)=C(C#N)C#N	-4	6	12	-0.5	7	-11	4	-7	-13
CSc1nnc(-c2ccc(S(=O)(=O)N3CCOCC3)cc2)n1CC1CCCO1 (stereo not given)	0[fluorescence artefact?]	5	-27	0.0	7	2	11	6	12
CCOC(=O)c1sc(NC(=O)C(C)(C)C)cc1C	11	9	-13	40	7	3	0	-1	-7
COc1ccc2[nH]c3c(=O)n(N)c(C)nc3c2c1	-4[fluorescence artefact?]	5	-330	3.2	-3	2	0	5	-16
CN1CCN(C(=O)C2=C[C@H](c3ccc(C(F)(F)F)cc3)C[C@H](OCc3ccc(CO)cc3)O2)CC1	-1	5	-17	-0.6	5	10	1	-31	-13
Cc1cccc2nc(-c3ccccc3)nc(N[C@@H](CO)c3ccccc3)c12	76*[fluorescence artefact?]	5	18	2.2	15	7	13[fluorescence artefact?]	31	-2
COc1ccc(OC)c(N(CC(=O)N2CCC(C)CC2)S(=O)(=O)c2ccc(OC)c(OC)c2)c1	2[fluorescence artefact?]	9	-19	-0.1	6	-3	2	4	-3

Additional records
SMILES	14-3-3 Bad PPI	PGE2 EP2 inh	Calpain2 inh	zVAD death inh	Rad51 HR inh	Hck Nef HTS	eIF4E 4G PPI	EP2 modulator	Tb hexokinase
Cn1c(=O)c2c(nc(NC(Cc3ccccc3)C(=O)O)n2Cc2ccccc2)n(C)c1=O (stereo not given)	-4	10	-15	0.8	3	0	0	8	-14
CCOC(=O)c1c(C)n(C)c2ccc(OCC(O)CNC(CC)CO)cc12 (stereo not given)	-4[fluorescence artefact?]	14	-31	2.0	11	1	11	-18	6
CC(C)c1ccc(OCC(=O)Nc2cccc(C(=O)Nc3ccccc3C(=O)O)c2)cc1	-1	8	-46	1.6	-3	5	-4	-45	3
Cc1ccc(NC(=O)c2ccc3c(c2)OCCO3)cc1S(=O)(=O)Nc1cccc(Cl)c1	6[fluorescence artefact?]	16	-21	0.6	-4	0	-2	-2	6
O=C(NNC(=O)c1sc2cccc(Cl)c2c1Cl)NC1CCCCC1	-20[fluorescence artefact?]	14	10	53	-6	1	-1[fluorescence artefact?]	-42	-4
Cc1ccccc1N(Cc1nnc2n1CCCCC2)C(=O)Nc1ccccc1	-2	14	-11	-0.1	6	1	-3	15	-2
CCOC(=O)/C=c1\s/c(=C\c2ccc(C#N)cc2)c(=O)n1CC(=O)NCc1ccco1	10	4	18	.	.	17	7	18	-14
CSc1nnc(-c2ccco2)c(-c2ccco2)n1	6[fluorescence artefact?]	14	13	0.5	-4	11	23[fluorescence artefact?]	-12	-16
COc1c2c(c(C)c3c1C(=O)OC3)O[C@@]1(C)CC[C@@]3(O)C(C)(C)OC(=O)CC[C@]3(C)[C@H]1C2	3	14	-2	-0.1	2	37	-18	15	-12
CCNc1ccc(C(=O)OCC(=O)NC(C)c2ccccc2)cc1[N+](=O)[O-] (stereo not given)	-11	6	-4	0.8	-5	3	46*	-17	-3
Cn1c(SCC(=O)N2CCCC2=O)nc2ccccc21	-5	0	1	1.6	7	19	-2	27	-3
Cc1ccc(-c2cc3nc4c(c(=O)n3[nH]2)CCCC4)cc1	.	16	.	1.0	-5	0	.	.	-7
COc1ccc(S(N)(=O)=O)cc1C(=O)NCCCN1CCN(c2ccc(C)cc2)CC1	-6[fluorescence artefact?]	26	-34	-0.3	-2	0	1[fluorescence artefact?]	25	10
Cc1cc(NS(=O)(=O)c2ccc(NC(=O)COc3ccccc3Cl)cc2)no1	5	0	-30	0.6	-7	0	0	16	3
Cn1c(=O)c2c(nc(NCCCO)n2CCc2ccccc2)n(C)c1=O	13	9	-13	-0.2	7	-9	2	10	6
CCc1nc2c(nnn2Cc2ccc(F)cc2)c(=O)[nH]1	5	16	-23	0.4	-2	3	2	-14	-1
Cc1ccc(C(=O)N2CCN(S(=O)(=O)c3ccc(C)c([N+](=O)[O-])c3)C2)cc1	1	8	-10	-0.3	7	1	-2	-7	-5
O=C(Cn1cnc2c(nnn2Cc2ccc(F)cc2)c1=O)Nc1ccccc1	-2	4	4	0.0	-1	2	1	10	-20
NNc1nc2c(F)cc(F)cc2s1	-5	7	22	0.8	-2	2	4[fluorescence artefact?]	-21	34
Cc1ccc(NC(=O)COC(=O)c2ccccc2-c2nc3ccccc3s2)c(C)c1	-17	7	-9	0.3	5	3	14	47	1

Among those listed so far, these contain a tert-butyl group.
SMILES	14-3-3 Bad PPI	PGE2 EP2 inh	Calpain2 inh	zVAD death inh	Rad51 HR inh	Hck Nef HTS	eIF4E 4G PPI	EP2 modulator	Tb hexokinase
CC(C)(C)NC(=O)COC(=O)c1ccccc1Oc1ccccc1	5	4	12	-0.7	-9	26	-9	8	-1
CC(C)(C)C(=O)NCCCc1ccccc1	6	9	-25	0.0	10	1	10	-1	2
CCOC(=O)c1sc(NC(=O)C(C)(C)C)cc1C	11	9	-13	40	7	3	0	-1	-7

Some entries already given with just Hck Nef HTS and zVAD death inh:
| mol | Hck Nef HTS | zVAD death inh |
| --- | --- | --- |
| O=C(Cn1cnc2c(nnn2Cc2ccc(F)cc2)c1=O)Nc1ccccc1 | 2 | 0.0 |
| NNc1nc2c(F)cc(F)cc2s1 | 2 | 0.8 |

These rows are one share of the data. The share of hits here may be higher or lower than overall.
